D1 agonist – activates the human D1 dopamine receptor; actives 1% (n = 360,000); activation, % at 2 µM; P21728; HEK293 T-REx D1 cells, calcium flux, agonist mode; AID 504660; in the data active = activation above about 30%; note: 0% is about no effect
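Tetracycline-induced HEK293 TREx D1 cells, force-coupled to calcium signalling, were dye-loaded with a no-wash calcium kit. Compound was pin-added after a 10 s baseline. Fluorescence was read kinetically at 1 cycle/s for 180 s, with calcium rises flagged as agonism.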
RXFP1 antag – blocks the human relaxin receptor RXFP1 | Q9HBX9 | HEK293-RXFP1, relaxin-stimulated cAMP HTRF, 30 min; active compounds read low | activity change, negative = inhibition, % at 57.5 µM | actives 0.59% (n = 350,000) | AID 1259400;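 active = activity change of -60% or lower, but not beyond a set lower limit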; note: % is set by controls: 0 for no effect and ±100 for the full control effect
RXFP1 agonist – RXFP1 (human) receptor agonism; Q9HBX9; HEK293T-RXFP1 cAMP TR-FRET, 30 min; response scale: percent of porcine relaxin response, buffer zero; Potency, µM (titrated, usually from 57.5 µM), inactives show at the highest dose activation, usual class: activators; actives 0.3% (n = 370,000); active = well fitted activation curve with a large enough effect; note: potency is the fitted concentration of half-maximal effect; % is set by controls: 0 for no effect and ±100 for the full control effect; nearly all actives have a fitted effect of over 60% in size; many of its hits are not listed in these tables
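HEK293T cells stably expressing RXFP1 were pretreated with the PDE4 inhibitor Ro 20174, exposed to compounds for 30 min at 37C, lysed, and cAMP was read by TR-FRET. Data normalized to buffer (basal) and 29 nM porcine relaxin (100%).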
TRHR enhancer – TRH receptor (human) allosteric enhancement; actives 0.66% (n = 360,000); enhancement, % at 2 µM; TRHR cells, fluo-8 calcium fluorescence, EC20 TRH enhancement; P34981; in the data active = enhancement above about 30%; note: 0% is about no effect
Target sequence (P34981 whole entry, looked up): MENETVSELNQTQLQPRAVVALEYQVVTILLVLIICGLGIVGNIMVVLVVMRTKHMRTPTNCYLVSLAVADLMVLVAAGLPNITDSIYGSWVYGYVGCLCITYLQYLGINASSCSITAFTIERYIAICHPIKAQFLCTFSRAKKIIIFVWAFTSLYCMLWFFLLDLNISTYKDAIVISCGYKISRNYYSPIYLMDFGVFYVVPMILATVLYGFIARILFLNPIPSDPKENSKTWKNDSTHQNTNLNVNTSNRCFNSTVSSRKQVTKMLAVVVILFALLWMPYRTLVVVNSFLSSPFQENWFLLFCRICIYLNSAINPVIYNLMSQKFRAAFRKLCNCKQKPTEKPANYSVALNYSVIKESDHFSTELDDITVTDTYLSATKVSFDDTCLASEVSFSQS
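TRHR-expressing cells loaded with fluo-8 calcium dye were read kinetically (ex 480/em 530) during compound addition, then stimulated with an EC20 of TRH (10 nM final). Enhancement of the Gq-mediated intracellular calcium response was scored.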
D2 antag – D2 dopamine receptor (human) antagonism. HEK293 TREx D2 cells, calcium flux, dopamine EC80. inhibition, % at 10 µM. actives 2% (n = 340,000); in the data active = inhibition above about 30%; note: 0% is about no effect
Target sequence (P14416 whole entry, looked up): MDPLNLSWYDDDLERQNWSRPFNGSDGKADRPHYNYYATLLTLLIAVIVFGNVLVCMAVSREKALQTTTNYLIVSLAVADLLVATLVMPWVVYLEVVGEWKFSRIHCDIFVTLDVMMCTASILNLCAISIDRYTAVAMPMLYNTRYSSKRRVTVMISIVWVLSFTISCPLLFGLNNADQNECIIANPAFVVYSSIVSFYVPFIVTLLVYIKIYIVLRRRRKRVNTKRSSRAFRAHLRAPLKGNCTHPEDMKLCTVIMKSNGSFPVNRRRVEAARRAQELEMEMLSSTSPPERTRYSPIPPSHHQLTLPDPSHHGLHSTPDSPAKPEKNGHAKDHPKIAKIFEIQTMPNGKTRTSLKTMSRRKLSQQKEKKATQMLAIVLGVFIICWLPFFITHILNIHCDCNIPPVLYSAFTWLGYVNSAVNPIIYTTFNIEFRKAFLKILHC
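Tetracycline-induced HEK293 T-REx cells expressing D2 force-coupled to calcium signalling were dye-loaded, exposed to compound for 180 s, then challenged with an EC80 of dopamine; calcium flux was followed kinetically for a further 180 s.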
D1 antag – blocks dopamine activation of the human D1 receptor. actives 3.2% (n = 360,000). P21728. activity change, negative = inhibition, % at 10 µM. AID 504652. HEK293 TREx D1 cells, calcium flux, dopamine EC80; active compounds read low; in the data active = activity change below about -30%; note: % is set by controls: 0 for no effect and ±100 for the full control effect
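Tetracycline-induced HEK293 Trex D1 cells, force-coupled to calcium, dye-loaded; compounds added and read 180 s, then EC80 dopamine added and calcium flux tracked kinetically another 180 s.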
D2 potentiator – positively modulates the human D2 dopamine receptor allosterically. actives 0.34% (n = 340,000). P14416. potentiation, % at 10 µM. AID 485347. HEK293 T-REx D2, calcium flux, EC20 dopamine potentiation;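 active = potentiation over 3 SD above the plate norm, cut at about 30% in these data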; note: 0% is about no effect
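Using a no-wash calcium dye in inducible, force-coupled HEK293 Trex cells expressing D2, we tracked fluorescence each second for 180 s after compound, then for 180 s after EC20 dopamine to detect augmented signalling.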
D1 potentiator – potentiators of human D1 dopamine receptor; HEK293 TREx D1 cells, calcium flux, dopamine EC20 potentiation; AID 504651; potentiation, % at 10 µM; actives 0.036% (n = 360,000); in the data active = potentiation above about 30%; note: 0% is about no effect
D2 ag – activates the human D2 dopamine receptor; activation, % at 2 µM; HEK293 T-REx D2 cells, calcium flux agonist mode; actives 0.53% (n = 340,000); AID 485358;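 active = activation over 3 SD above normal in the single-dose calcium agonist read, cut at about 30% in these data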; note: 0% is about no effect
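In this primary screen, compounds producing a positive calcium signal within 180 s of addition to tetracycline-induced, force-coupled HEK293 Trex D2 cells are flagged; cells are dye-loaded with a no-wash calcium kit beforehand.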
An asterisk follows results filed as active; . = no result given; & = joins results of further samples.

Fields – D1 agonist | RXFP1 antag | RXFP1 agonist | TRHR enhancer | D2 antag | D1 antag | D2 potentiator | D1 potentiator | D2 ag
> COc1ccc(CNC(=O)Cc2coc3ccc(C)cc23)cc1
  6 | -16 | -1.0% | 1 | . | -35* | 7 | -3 | -1.3
> COC(=O)C1=C(C)Nc2sc(C(N)=O)c(N)c2C1c1ccncc1 (stereo not given)
  5 | -3 | 2.0% | 4 | -2 | -12 | 1 | -4 | 2.4
> CCNc1sc(C(=O)c2cccs2)c(N)c1-c1nc2ccccc2s1
  1 | -20 | 2.2% | 5 | 0 | 24 | 3 | -4 | 1.0
> C/C(=C\C(=O)C(F)(F)F)Nc1ccc(C(F)(F)F)cc1
  2 | 7 | 0.8% | 13 | 7 | 9 | -3 | -1 | -0.9
> C#CCOCCOCCOCCNc1nc(N2CCN(C(=O)[C@H](CCC(=O)O)n3cc(C(N)Cc4ccc(O)cc4)nn3)CC2)nc(N2CCN(C(=O)[C@H](Cc3cc4ccccc4[nH]3)n3cc(C(N)[C@H](C)CC)nn3)CC2)n1 (stereo not given in full)
  -4 | . | 0.4% | -5 | -2 | 17 | -4 | 1 | 0.3
> O=C(CSCc1ccccc1)Nc1cccc(F)c1
  3 | -15 | 2.0% | 0 | 7 | -10 | -7 | -10 | -0.7
> CN(c1ccccc1)S(=O)(=O)c1ccc(C(=O)Nc2nnc(-c3ccco3)o2)cc1
  4 | -7 | -1.5% | 7 | -13 | -32* | 0 | -2 | -1.5
> CCCCn1c(-c2ccco2)nc2ccccc2c1=O
  2 | 0 | 1.6% | 4 | 10 | 24 | 7 | -7 | -1.6
> [O-][n+]1onc2c3ccnnc3ccc21
  5 | -10 | 1.4% | 2 | 5 | -11 | 3 | 2 | 0.3
> CCCn1c(CNS(=O)(=O)c2ccc(C)cc2)nc2ccccc21
  0 | 0 | -0.2% | 2 | -17 | 4 | -7 | -3 | -2.1
> COCCSc1ccccc1C(=O)Nc1ccc(Br)cc1
  2 | 2 | -0.2% | -6 | 25 | . | 8 | -8 | 0.4
> COc1cccc(N2CC(C)Cn3c2nc2c3c(=O)[nH]c(=O)n2C)c1 (stereo not given)
  2 | -17 | 2.3% | -1 | -4 | -4 | 4 | 2 | 0.0
> CCN1CCN(c2oc(-c3ccccc3)nc2S(=O)(=O)c2ccc(C)cc2)CC1
  1 | -18 | -1.3% | 13 | 47* | -28 | -24 | -8 | -0.2
> COc1cccc(-c2cc(C(=O)NCCN3CCOCC3)no2)c1
  2 | 12 | 1.9% | 0 | -5 | -19 | -8 | -4 | 0.4
> Cc1noc(C)c1COc1ccccc1C(=O)Nc1ccc(C(N)=O)cc1
  2 | 4 | 0.1% | 3 | 15 | -1 | 6 | 0 | 0.1
> OC[C@H]1O[C@H](OC[C@H]2O[C@H](OC[C@H]3O[C@H](O[C@]4(CO)O[C@H](CO)[C@@H](O)[C@@H]4O)[C@H](O)[C@@H](O)[C@@H]3O)[C@H](O)[C@@H](O)[C@H]2O)[C@H](O)[C@@H](O)[C@H]1O
  -2 | . | -0.2% | 0 | -6 | 17 | 11 | -6 | 2.2
> COc1cccc(CNC(=O)Cn2c(=O)n3nc(-c4cccc(C)c4)nc3c3ccccc32)c1
  -4 | -9 | 5.2% | 3 | . | . | -1 | 1 | 0.9
> COCCCn1c(SCC(=O)OC2CCCCC2)nnc1-c1cccs1
  1 | 10 | 2.5% | -3 | -20 | 14 | 1 | 0 | -0.4
> Cc1oc2cc(OC(=O)c3ccco3)ccc2c(=O)c1-c1nc2ccccc2n1C
  0 | -8 | -0.2% | -1 | 10 | -3 | 1 | -12 | -0.6
> O=C(COC(=O)c1c(F)cccc1F)Nc1ccc2c(c1)OCO2
  1 | -2 | -3.4% | 3 | 3 | -2 | 2 | 2 | 0.3
> CCS(=O)(=O)N1CCN=C1SCc1ccc(F)cc1
  0 | 11 | -0.3% | 1 | 0 | -6 | -2 | 7 | 0.2
> CCN(c1cccc(C(F)(F)F)c1)S(=O)(=O)c1ccc2c(c1)CCN2C(C)=O
  3 | 1 | 2.7% | 1 | 31* | -11 | -9 | -6 | 0.0
> O=C(NC1CCCCC1)c1ccc(S(=O)(=O)c2ccccc2Cl)c([N+](=O)[O-])c1
  10 | . | 7.1% | -3 | -7 | -20 | 8 | -8 | -0.8
> Cc1sc2ncnc(SCC(=O)N3CCCC3=O)c2c1C
  2 | 16 | 3.5% | -2 | -15 | 15 | 4 | -2 | 0.8
> O=C(OCc1ccc([N+](=O)[O-])cc1)C1CC(=O)N(Cc2ccccc2Cl)C1 (stereo not given)
  6 | -11 | 3.3% | -4 | -28 | -6 | 3 | -2 | 0.2
> COc1cc(-c2noc(C)c2C#Cc2ccsc2)cc(OC)c1OC
  7 | . | 0.0% | 2 | -10 | 23 | -8 | 6 | 0.9
> CC(=O)Nc1ccc(S(=O)(=O)N(C)CC(=O)Nc2ccccc2N2CCCC2)cc1
  3 | -2 | 1.4% | -7 | 4 | 9 | 4 | -5 | -0.1
> O=C(CSCc1ccc(F)cc1)N1CCc2c([nH]c3ccccc23)C1c1ccc(F)cc1 (stereo not given)
  3 | -12 | -0.3% | 3 | . | 6 | -8 | -1 | 0.3
> COC(=O)C1CCN(C(=O)CSc2nc3ccc(OC)cc3[nH]2)CC1
  -1 | -9 | -0.6% | 5 | 2 | 25 | 11 | -9 | 1.5
> COc1ccc(OC)c(N/C(N)=N/c2nc(C)cc(C)n2)c1
  3 | -2 | -0.6% | 3 | -7 | -26 | -3 | -7 | 1.2
> CCc1ccc(NC(=O)CCc2ccc(CC)o2)cc1
  2 | -8 | -0.5% | -3 | -3 | 3 | 8 | 4 | -1.1
> O=C(CSc1nc2ccc(Nc3nc(N4CCCC4)nc(N4CCCC4)n3)cc2s1)NCc1ccco1
  4 | . | -2.7% | -3 | 8 | 9 | 3 | -1 | -0.1
> Cc1ccc(N(C)S(=O)(=O)c2ccc(-c3coc(C)n3)cc2)cc1
  0 | . | 3.7% | -3 | . | -39* | 12 | -6 | -0.4
> N#CC1=C(SCC(=O)NC23CC4CC(CC(C4)C2)C3)NC(=O)C(C#N)C12CCCCC2 (stereo not given)
  4 | -8 | -1.0% | -4 | -39 | 5 | 94* | -4 | 0.5
> N=c1cc(C2(O)CCCCC2)n2c(nc3ccccc32)s1
  0 | 10 | 3.1% | 4 | 3 | . | -4 | -4 | 0.9
> Cc1nn(-c2ccc(F)cc2)c(Cl)c1/C=N/NC(=O)c1cccc(S(=O)(=O)N2CCCC2)c1
  0 | -2 | 0.1% | -3 | 7 | -14 | -4 | -5 | -0.4
> CC(C)(C)NC(=S)NCCc1ccccc1
  -1 | -8 | -0.7% | 9 | 9 | 3 | -3 | 2 | 0.5
> C=C1CCN([C@H](C(=O)NCc2ccc(OC)cc2)C(C)C)S(=O)(=O)c2ccccc21
  1 | . | 0.7% | -4 | -18 | -13 | 0 | -5 | 0.1
> COc1ccc(CC(NC(C)=O)C(=O)NC2CCN(C(=O)C3CCCCC3)CC2)cc1OC (stereo not given)
  2 | 3 | 1.0% | 6 | -6 | -2 | 9 | -8 | 0.9
> Nc1nc(C2CCOCC2)cs1
  2 | 6 | 1.5% | 1 | -20 | 6 | -1 | -4 | 1.1
> CC1=NNC(=O)C1C(c1ccccc1)C(C#N)C#N (stereo not given)
  1 | -4 | 0.0% | 6 | 3 | 2 | -1 | 4 | 0.4
> CC1CCC2C(=O)N(c3ccc(NC4CCCCC4)c([N+](=O)[O-])c3)C(=O)C2C1 (stereo not given)
  0 | -2 | -0.2% | -4 | 2 | 7 | -9 | 6 | -0.6
> CC(=O)c1ccc(Sc2ccc(C(C)=O)cc2)cc1
  10 | 7 | 3.7% | 2 | -4 | -24 | -4 | -12 | -0.8
> COc1ccc(CN2CCN(CCc3ccccc3)C(CCO)C2)c(Cl)c1OC (stereo not given)
  6 | -5 | -0.1% | -1 | 1 | 3 | -8 | -5 | -0.3
> CC(C)(C)C(=O)COC(=O)c1ccccc1O
  0 | 3 | 0.8% | -6 | . | -7 | . | -2 | .
> CCOc1ccccc1CNc1ncnc2ccc(-c3c(C)noc3C)cc12
  3&17 | . | 4.6%&5.4% | 22&5 | -6 | -2&-29 | 2 | 6&-3 | 0.3
> CCOC(=O)c1c(NC(=O)c2ccc(C)c(C)c2)sc2c1CCCCC2
  -3 | -3 | 3.0% | 9 | . | 11 | -5 | -1 | -1.9
> Cc1cc(F)ccc1NC(=O)C1CCN(C(=O)c2cnn(-c3ccccc3)c2-n2cccc2)CC1
  -2 | . | -0.8% | -5 | . | -28 | -5 | 2 | -0.3
> O=C(Nc1ccc(F)cc1F)c1cnn(-c2ccc(F)cc2)c1-n1cccc1
  3 | . | 0.7% | 3 | . | 2 | -1 | -1 | 0.4
> Cc1nc2ccc(NC(=O)c3ccc(Cl)nc3)cc2s1
  1 | 4 | 0.3% | 1 | -8 | 9 | 3 | -4 | -0.2
> O=C1[C@@H]2[C@H](Cc3ccc(O)cc3)N[C@]3(C(=O)Nc4ccccc43)[C@@H]2C(=O)N1c1ccc(F)cc1
  -1 | . | -1.6% | 2 | -9 | 15 | 10 | 5 | -0.4
> O=C(O)c1ccc(S(=O)(=O)c2ccc3c(c2)C(=O)N(Cc2ccco2)C3=O)cc1
  1 | 6 | 1.2% | 0 | -5 | -1 | 16 | 6 | 0.0
> O=S(=O)(c1ccc(NC2CCCc3ccccc32)nc1)N1CCOCC1 (stereo not given)
  6 | 3 | 1.6% | 8 | -7 | -7 | -2 | -4 | 0.5
> Cc1ccccc1-c1noc(-c2ccc(N3CCCCC3)c([N+](=O)[O-])c2)n1
  0 | . | -5.3% | 3 | . | -3 | 11 | -2 | -1.7
> CCn1c(O)c(/C=C2\C=Nc3ccccc32)sc1=Nc1ccccc1
  8 | -5 | 0.9% | 9 | -5 | -7 | 0 | 2 | 0.5

Four of these compounds in a different format:
SMILES	D1 agonist	RXFP1 antag	RXFP1 agonist	TRHR enhancer	D2 antag	D1 antag	D2 potentiator	D1 potentiator	D2 ag
COCCCn1c(SCC(=O)OC2CCCCC2)nnc1-c1cccs1	1	10	2.5%	-3	-20	14	1	0	-0.4
Cc1oc2cc(OC(=O)c3ccco3)ccc2c(=O)c1-c1nc2ccccc2n1C	0	-8	-0.2%	-1	10	-3	1	-12	-0.6
O=C(COC(=O)c1c(F)cccc1F)Nc1ccc2c(c1)OCO2	1	-2	-3.4%	3	3	-2	2	2	0.3
CCS(=O)(=O)N1CCN=C1SCc1ccc(F)cc1	0	11	-0.3%	1	0	-6	-2	7	0.2

Bioassay records (PubChem BioAssay)

Only part of the results is shown (hit frequency here may not be typical).
